MT1-MMP act inh – inhibitors of human MT1-MMP activation. 0.061% of 360,000 active. GFP/RFP ratio change, % at 20 µM. P50281. HT1080 RFP-PRO-GFP cells, GFP/RFP ratio fluorescence, overnight; percent of plate control window, DMSO zero;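 active = GFP/RFP ratio change of at least 30% with cell ATP level not reduced by more than half and red fluorescence within 50% of control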; also: strong numbers were not always called active
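system = RFP-PRO-GFP reporter HT1080 cells | dosing = 20 µM single dose, 1% DMSO | timing = overnight cell settling, then overnight compound exposure, 37 °C, 5% CO2 | read-out basis = GFP/RFP fluorescence ratio | controls = DMSO and RFP-L50D-GFP cell wells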
FAS-TE inh – inhibitors of human fatty acid synthase thioesterase domain; inhibition, % at 15 µM; recombinant FAS-TE, OMFH fluorogenic substrate, fluorescence endpoint; P49327; 0.67% of 360,000 active;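 active = compounds whose normalised, plate-corrected inhibition of enzyme fluorescence in the single-dose primary screen is 50% or more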;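 also: 0% = DMSO with enzyme and 100% = substrate without enzyme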
CendR NRP1 mod – NRP-1/CendR interaction modulation; O14786; inhibition, % at 25 µM; AID 602438; FAM-RPARPAR peptide binding to NRP-1, fluorescence polarization; 0.85% of 360,000 active;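 active = inhibition or corrected inhibition above about 18%, plus a signal ratio from 0.5 to 1.5, limit read from the data, passing the limit was not always enough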; also: strong numbers were not always called active
MsrA act – bovine methionine sulfoxide reductase A activation; purified bovine MsrA, absorbance read-out; activation, % at 10.6 µM; 0.3% of 360,000 active; AID 602163; in the data active = activation above about 7.5%;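 also: 0% = vehicle and 100% = reference activator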
E coli Lon inh – inhibitors of E. coli Lon protease. P0A9M0. purified E. coli Lon protease, fluorescence polarization. inhibition, % at 7.94 µM. 0.42% of 360,000 active; in the data active = inhibition above about 13%, passing the limit was not always enough;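 also: 0% = enzyme with probe and DMSO and 100% = no enzyme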
TbMetRS inhib – Trypanosoma brucei MetRS inhibition | purified T. brucei MetRS, ATP depletion, Kinase-Glo luminescence | inhibition, % at 11.9 µM | 0.4% of 360,000 active | AID 624268;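 active = inhibition above a per-plate cutoff of the control wells' mean inhibition plus 3 SD, cut at about 5.5% in these data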;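 also: 0% = DMSO wells median and 100% = median of wells with control inhibitor compound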
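Material: T. brucei methionyl-tRNA synthetase, purified; reagent: substrates ATP, L-methionine and bulk Escherichia coli tRNA; dosing: 11.9 µM single point; timing: 15 min plus 2 h at 25 °C; detection: luminescence of leftover ATP; evaluation: % inhibition; control set: DMSO-only wells as low control; replicates: singlicate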
MsrA inh – inhibits bovine methionine sulfoxide reductase A | inhibition, % at 15.5 µM | AID 651718 | purified bovine MsrA, absorbance read-out | 0.75% of 360,000 active; in the data active = inhibition above about 4.5%;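 also: 0% = vehicle wells with enzyme and 100% = reference inhibitor wells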
PABP1 MLLE inh – inhibitors of microRNA-mediated deadenylation, human PABP1 MLLE binding; AID 588489; GST-MLLE / FITC-PAM2 fluorescence polarization; inhibition, % at 20 µM; P11940; 0.36% of 360,000 active; in the data active = inhibition above about 35%, passing the limit was not always enough;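 also: plate controls were DMSO wells with GST-MLLE for no effect and wells lacking GST-MLLE protein for full effect; some results filed as inactive read as strong as hits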
SKN-1 block – blocks SKN-1 activity in C. elegans; C. elegans VP596 Pgst-4::GFP/RFP ratio, acrylamide-induced, 24 h; inhibition, % at 21.8 µM; 0.49% of 360,000 active; AID 624304;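 active = interference check ratio from 0.5 to 1.5 plus GFP to RFP signal ratio inhibition reaching or exceeding a fixed threshold, cut at about 30% in these data, passing the limit was not always enough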; also: some compounds called inactive have numbers as strong as hits
An asterisk follows results filed as active; . = no result given.

SMILES	MT1-MMP act inh	FAS-TE inh	CendR NRP1 mod	MsrA act	E coli Lon inh	TbMetRS inhib	MsrA inh	PABP1 MLLE inh	SKN-1 block
Cc1ccc(NC(=O)c2ccc(F)cc2)cc1S(=O)(=O)N1CCCCCC1	-4	25	-10	-3	-1	1.1	-0.4	-9	8
Cc1cccc(C)c1NC(=O)CN(C)C(=O)c1ccc(NS(=O)(=O)c2ccc3[nH]c(=O)[nH]c3c2)cc1	-2	-8	2	-1	17	0.4	-0.6	-4	10
Cc1c(O)ccc(-c2[nH]ncc2-c2nc3ccccc3s2)c1O	-5	-55	-4	3	-3	-0.2	-1.2	-4	0
CCC(C)C(=O)OCC1(c2ccc(C)cc2OC(=O)C(C)C)CO1 (stereo not given)	-1	-5	-2	-2	4	-0.6	0.7	9	9
FC(F)(F)c1cc(C(F)(F)F)n2nc(-c3sccc3-n3cccc3)cc2n1	0	30	-2	0	1	-0.7	1.5	-4	12
COc1cccc(NC(=O)Nc2nnc(Cc3ccc(F)cc3)s2)c1	-2	-4	-2	-5	-1	-1.0	0.3	7	-18
Nc1nc(NC(=O)c2ccccc2)nn1-c1ccccc1	3	-5	0	-3	-7	-0.3	2.4	7	8
CCCCS(=O)(=O)N1CCCC(C(=O)N2CCOCC2)C1 (stereo not given)	-1	-5	11	1	1	-1.1	-1.8	-3	8
Fc1ccc(N/N=C2/CCSc3sccc32)c(F)c1	4	9	-13	-9	0	-1.0	-0.3	16	-3
Cc1cc(C)c2[nH]c(O)c(N=NC(=S)NCC3CCCO3)c2c1 (stereo not given)	12	-5	1	-2	12	0.2	0.8	14	2
COc1ccccc1CCC(=O)OCC(=O)Nc1cc(C)nn1-c1ccccc1	2	-3	0	-1	3	-0.3	0.0	-3	18
COCCN(C(=O)COC(=O)c1c(C)nn(-c2ccccc2)c1C)c1c(N)n(Cc2ccccc2)c(=O)[nH]c1=O	-3	-4	16	3	-8	-0.1	0.6	-12	5

In another format: results already given
> CCC(C)C(=O)OCC1(c2ccc(C)cc2OC(=O)C(C)C)CO1 (stereo not given)
  MT1-MMP act inh: -1 | FAS-TE inh: -5 | CendR NRP1 mod: -2 | MsrA act: -2 | E coli Lon inh: 4 | TbMetRS inhib: -0.6 | MsrA inh: 0.7 | PABP1 MLLE inh: 9 | SKN-1 block: 9

> FC(F)(F)c1cc(C(F)(F)F)n2nc(-c3sccc3-n3cccc3)cc2n1
  MT1-MMP act inh: 0 | FAS-TE inh: 30 | CendR NRP1 mod: -2 | MsrA act: 0 | E coli Lon inh: 1 | TbMetRS inhib: -0.7 | MsrA inh: 1.5 | PABP1 MLLE inh: -4 | SKN-1 block: 12

The list goes on.
SMILES	MT1-MMP act inh	FAS-TE inh	CendR NRP1 mod	MsrA act	E coli Lon inh	TbMetRS inhib	MsrA inh	PABP1 MLLE inh	SKN-1 block
Cc1noc(NS(=O)(=O)c2ccc(NC(=O)c3nn(-c4ccccc4)ccc3=O)cc2)c1C	-1	-2	9	-7	-2	-0.1	3.2	11	-17
CCOC(=O)c1ccc(C(=O)NNC(=O)C2C3C=CC(C3)C2C(=O)O)cc1 (stereo not given)	-1	-6	3	-8	-6	-0.4	2.4	-4	-10
COc1ccc(-c2csc(Cc3nnc4n3CCCCC4)n2)cc1OC	4	-6	9	0	-6	-0.8	0.5	5	-2
C=C(c1cccc2ccccc12)P(=O)(O)O	-2	-14	-2	-13	-6	-2.0	-0.2	7	-33
CCN(CC)CCNC(=O)c1cc2c(s1)-c1ccccc1SC2	-9	-5	11	-9	2	-0.3	1.9	1	-7
O=Cc1ccccc1OCCCOc1cccc2cccnc12	-3	-1	-7	-4	-11	-1.2	0.7	4	-4
COc1ccc(OC)c(C2=NOC(C(=O)Nc3cccc(C(C)=O)c3)C2)c1 (stereo not given)	-6	4	3	0	-4	0.4	0.6	1	-15
Cc1ccc(CNC(=O)C(C(=O)NCc2ccc(C)o2)c2ncc(C(F)(F)F)cc2Cl)o1	0	62*	3	0	-2	-0.1	0.1	-3	4
CCCCn1c(N)c(N(CCC(C)C)C(=O)C2CCCN(C(=O)c3ccc(Cl)cc3)C2)c(=O)[nH]c1=O (stereo not given)	1	-2	9	-2	10	-0.1	-0.1	-49	-15
CC1(C)NC(=O)N(CC(=O)Nc2ccc(-c3ccccc3)cc2)C1=O	3	-4	7	-1	-6	0.1	-1.8	-6	0
Cc1ccccc1NCC(=O)Nc1cc(S(=O)(=O)N2CCCCC2)ccc1C	1	7	5	3	0	-0.3	-0.1	-18	12
COc1ccc(NC(=O)CS(=O)(=O)c2ccc(F)cc2)cc1	0	-7	-6	0	14	-0.5	0.6	-8	-2

Sorted by number of heavy atoms (low to high): some entries from above
SMILES	MT1-MMP act inh	FAS-TE inh	CendR NRP1 mod	MsrA act	E coli Lon inh	TbMetRS inhib	MsrA inh	PABP1 MLLE inh	SKN-1 block
C=C(c1cccc2ccccc12)P(=O)(O)O	-2	-14	-2	-13	-6	-2.0	-0.2	7	-33
O=Cc1ccccc1OCCCOc1cccc2cccnc12	-3	-1	-7	-4	-11	-1.2	0.7	4	-4
CC1(C)NC(=O)N(CC(=O)Nc2ccc(-c3ccccc3)cc2)C1=O	3	-4	7	-1	-6	0.1	-1.8	-6	0
COc1ccc(OC)c(C2=NOC(C(=O)Nc3cccc(C(C)=O)c3)C2)c1 (stereo not given)	-6	4	3	0	-4	0.4	0.6	1	-15
Cc1ccccc1NCC(=O)Nc1cc(S(=O)(=O)N2CCCCC2)ccc1C	1	7	5	3	0	-0.3	-0.1	-18	12
Cc1ccc(CNC(=O)C(C(=O)NCc2ccc(C)o2)c2ncc(C(F)(F)F)cc2Cl)o1	0	62*	3	0	-2	-0.1	0.1	-3	4
CCCCn1c(N)c(N(CCC(C)C)C(=O)C2CCCN(C(=O)c3ccc(Cl)cc3)C2)c(=O)[nH]c1=O (stereo not given)	1	-2	9	-2	10	-0.1	-0.1	-49	-15

Next part:
SMILES	MT1-MMP act inh	FAS-TE inh	CendR NRP1 mod	MsrA act	E coli Lon inh	TbMetRS inhib	MsrA inh	PABP1 MLLE inh	SKN-1 block
N#Cc1nc(-c2ccc(F)cc2)oc1N1CCN(C(=O)c2ccco2)CC1	4	-1	20	-1	11	0.0	-0.7	-17	-8
Cc1ccccc1C(=O)N1CCC2CC1c1cc(Cl)ccc12 (stereo not given)	1	1	1	-3	2	-1.3	1.3	8	-4
CNS(=O)(=O)c1cccc(C(=O)NC2CCCc3ccccc32)c1 (stereo not given)	-1	0	-7	-1	-2	-0.4	-0.3	3	2
COc1cccc(N2CCN(C(=O)c3ccc(CS(=O)Cc4ccccc4Cl)o3)CC2)c1 (stereo not given)	2	-3	3	-7	3	-0.8	-0.3	8	-9
Cc1ccc(N=C2NC(=O)/C(=C\c3ccsc3)S2)c(C)c1	-8	4	26*	-4	11	-0.3	3.9	-9	14
Cc1nc(C(=O)N2CCCC(C(=O)c3cccc(OC(C)C)c3)C2)cs1 (stereo not given)	3	-6	-6	-13	7	-0.8	0.9	6	-10
CN1CCC(N(C)C(=O)CNC(=O)c2ccc(C(C)(C)C)cc2)CC1	-1	-5	-12	-1	1	-1.1	0.1	-1	23
CC(C(=O)N(C)C)N(C#N)c1nc(N(C)C)nc(N(C)C)n1 (stereo not given)	1	-7	1	-3	-8	-0.7	-1.5	4	-14
Clc1ccc(-c2cnc3n2CCC3)cc1	0	-4	-15	0	11	-0.3	0.9	4	9
Cc1ccnc(NC(=O)CCCNC(=O)c2ccc(Cl)cc2)c1	0	-7	1	-4	-10	-0.6	-0.5	-6	4
Cc1ccc(S(=O)(=O)C2CCCCC2=O)cc1 (stereo not given)	-3	18	3	-1	-3	-0.7	1.3	0	0
Cc1ccc(NC(=O)CSC2=C(C#N)C(c3ccc4c(c3)OCO4)CC(=O)N2)cc1C (stereo not given)	0	-13	6	-1	2	0.0	.	0	3
CC(=O)n1cc([C@@H]2C=C(C(=O)N3CCN(Cc4ccc5c(c4)OCO5)CC3)O[C@H](OCCCCO)C2)c2ccccc21	3	3	-8	1	-7	0.5	0.8	3	4
COC(=O)c1nnn(CC(=O)NC(=O)Nc2cccc(Cl)c2C)c1C(=O)OC	0	0	3	-3	-5	-1.0	-0.7	6	-10
CC1Cc2ccccc2N1CC(=O)NCc1ccc2c(c1)OCO2 (stereo not given)	1	-4	-7	0	3	-0.1	-0.3	3	-4
Cc1cc(C(=O)COC(=O)c2ccc(O)cc2)c(C)n1Cc1ccco1	-1	0	-13	-1	4	-0.6	-0.5	-15	11
Cc1cccc(N2CN(S(=O)(=O)c3cccc([N+](=O)[O-])c3)c3nc4ccccc4nc32)c1	0	36	8	-2	-3	-0.2	-0.5	2	13
Oc1ccc(Cl)cc1-c1cc(C(F)(F)C(F)F)nc(-c2ccccc2)n1	-7	20	-12	2	5	-0.5	-0.1	-9	-9
COC(=O)c1cc(C#N)c(N2CC(C)OC(C)C2)nc1C (stereo not given)	-1	-6	2	-11	-5	-1.0	2.8	-14	8
CSc1ccccc1-n1nnnc1SCc1ccccc1	-4	21	3	0	10	-1.0	-0.4	-9	4
